TcdB inh = TcdB glycohydrolase inhibition; P18177; TcdB glycohydrolase enzymatic assay, plate reader; inhibition, % at 9.99 µM; 350,000 compounds, 0.24% hits; in the data active means inhibition above about 10%
Target sequence (P18177 whole entry, looked up): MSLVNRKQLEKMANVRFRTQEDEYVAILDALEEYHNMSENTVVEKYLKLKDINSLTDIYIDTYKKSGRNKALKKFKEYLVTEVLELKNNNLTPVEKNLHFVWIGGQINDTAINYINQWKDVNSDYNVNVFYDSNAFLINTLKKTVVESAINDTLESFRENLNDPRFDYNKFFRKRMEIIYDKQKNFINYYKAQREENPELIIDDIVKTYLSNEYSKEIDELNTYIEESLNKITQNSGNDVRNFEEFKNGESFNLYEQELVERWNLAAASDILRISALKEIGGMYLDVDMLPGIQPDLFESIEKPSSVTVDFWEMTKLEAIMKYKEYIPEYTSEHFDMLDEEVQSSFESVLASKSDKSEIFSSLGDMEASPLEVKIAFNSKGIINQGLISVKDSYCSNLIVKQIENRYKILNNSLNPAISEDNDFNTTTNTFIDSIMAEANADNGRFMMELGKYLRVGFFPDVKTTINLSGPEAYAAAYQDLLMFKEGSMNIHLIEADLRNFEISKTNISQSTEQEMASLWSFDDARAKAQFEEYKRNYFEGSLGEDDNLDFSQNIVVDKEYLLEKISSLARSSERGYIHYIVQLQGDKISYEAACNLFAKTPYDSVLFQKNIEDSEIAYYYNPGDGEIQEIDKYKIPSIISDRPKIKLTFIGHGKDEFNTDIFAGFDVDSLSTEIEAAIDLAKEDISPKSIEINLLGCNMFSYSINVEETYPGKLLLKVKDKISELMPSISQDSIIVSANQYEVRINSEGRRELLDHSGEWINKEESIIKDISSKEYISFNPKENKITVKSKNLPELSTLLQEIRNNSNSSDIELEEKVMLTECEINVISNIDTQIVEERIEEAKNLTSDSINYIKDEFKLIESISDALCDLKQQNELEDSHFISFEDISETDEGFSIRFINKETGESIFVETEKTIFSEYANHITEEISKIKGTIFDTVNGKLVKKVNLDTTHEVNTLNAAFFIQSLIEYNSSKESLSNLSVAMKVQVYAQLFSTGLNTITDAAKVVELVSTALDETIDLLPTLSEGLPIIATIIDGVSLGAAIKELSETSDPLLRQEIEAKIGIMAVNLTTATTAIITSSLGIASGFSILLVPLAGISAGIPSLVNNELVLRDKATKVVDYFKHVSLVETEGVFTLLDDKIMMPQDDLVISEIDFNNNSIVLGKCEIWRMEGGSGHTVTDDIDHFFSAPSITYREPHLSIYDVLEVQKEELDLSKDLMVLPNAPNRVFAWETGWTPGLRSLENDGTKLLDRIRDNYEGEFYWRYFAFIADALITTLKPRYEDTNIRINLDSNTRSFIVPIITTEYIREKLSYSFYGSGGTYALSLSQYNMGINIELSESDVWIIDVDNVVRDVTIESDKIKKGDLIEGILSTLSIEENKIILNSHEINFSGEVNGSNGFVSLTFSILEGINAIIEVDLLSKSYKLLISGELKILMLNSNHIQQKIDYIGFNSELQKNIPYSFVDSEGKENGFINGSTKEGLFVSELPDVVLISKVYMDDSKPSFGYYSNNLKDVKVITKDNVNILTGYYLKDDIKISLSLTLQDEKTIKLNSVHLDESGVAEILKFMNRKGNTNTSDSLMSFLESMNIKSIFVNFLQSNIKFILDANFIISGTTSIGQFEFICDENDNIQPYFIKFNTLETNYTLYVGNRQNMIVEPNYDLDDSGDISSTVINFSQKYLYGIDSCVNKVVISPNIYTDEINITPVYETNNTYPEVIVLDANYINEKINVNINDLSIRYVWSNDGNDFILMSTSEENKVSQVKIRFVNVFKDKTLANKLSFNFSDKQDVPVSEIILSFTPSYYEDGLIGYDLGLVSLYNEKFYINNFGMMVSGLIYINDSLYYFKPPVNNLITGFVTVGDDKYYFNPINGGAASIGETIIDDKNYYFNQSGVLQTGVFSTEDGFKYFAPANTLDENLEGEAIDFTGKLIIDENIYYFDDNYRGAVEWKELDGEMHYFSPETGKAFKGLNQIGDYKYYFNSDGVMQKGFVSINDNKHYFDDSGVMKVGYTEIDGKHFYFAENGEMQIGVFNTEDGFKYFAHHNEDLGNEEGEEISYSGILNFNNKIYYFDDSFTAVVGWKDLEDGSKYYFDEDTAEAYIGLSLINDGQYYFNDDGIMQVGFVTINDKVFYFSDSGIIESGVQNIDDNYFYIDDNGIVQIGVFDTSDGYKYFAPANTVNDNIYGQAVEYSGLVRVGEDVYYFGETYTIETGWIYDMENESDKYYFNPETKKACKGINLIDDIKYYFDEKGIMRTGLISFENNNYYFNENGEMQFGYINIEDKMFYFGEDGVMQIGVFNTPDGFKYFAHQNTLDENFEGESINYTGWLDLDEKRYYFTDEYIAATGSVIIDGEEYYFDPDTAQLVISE
Y pestis TopoI = inhibitors of Yersinia pestis topoisomerase I | Y. pestis Topo-I cleavage product accumulation, plate reader | activity, % at 10 µM | 360,000 compounds, 0.064% hits | AID 504884; in the data active means activity above about 50%, passing the limit was not always enough; further: inactives centre near 2
VHR inh abs = inhibitors of human VHR1 phosphatase (DUSP3) | P51452 | recombinant VHR phosphatase, pNPP absorbance | inhibition, % at 13.3 µM | 290,000 compounds, 0.52% hits | AID 1654; in the data active means inhibition above about 50%; further: some compounds called inactive have numbers as strong as hits
CCHF vOTU inh = blocks the CCHF virus ovarian tumor domain protease. CCHFV vOTU protease, Pep-AMC fluorescence. inhibition, % at 11.5 µM. 370,000 compounds, 0.55% hits. AID 651958; in the data active means inhibition above about 30%; further: 0% = vehicle wells with enzyme and 100% = no enzyme wells
BH1578 lux ind = induces V. cholerae light production without autoinducers. V. cholerae BH1578 lux reporter, luminescence, 6 h. AID 588436. 350,000 compounds, 0.16% hits. activation, % at 18.7 µM; in the data active means activation mostly above about 9.7%, no sharp cut-off; further: not every result past the cut was called active; inactives centre near 0; reference of the scale not given here
PrPC surface inh = inhibitors of human cell surface prion protein PrPC; P04156; TR-FRET read-out; inhibition, % at 13.8 µM; 370,000 compounds, 0.43% hits; in the data active means inhibition above about 24%; further: 0% = median of the test wells and 100% = reference compound wells
MazEF act = MazEF (E. coli) toxin RNase activation; P0AE70; FAM/BHQ RNA-DNA oligo cleavage fluorescence, 5 h; activation, % at 20 µM; 350,000 compounds, 0.32% hits; AID 504720; in the data active means activation above about 50%
SSB-PriA inh = blocks PriA binding to SSB C-terminal tail | AlphaScreen SSBct-PriA binding, biotinylated peptide | inhibition, % at 33 µM | 430,000 compounds, 0.6% hits | AID 1272365; in the data active means inhibition mostly above about 37%, no sharp cut-off; inactive means mostly below about 20%;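 further: plate controls were negative control peptide for no effect and reference peptide for full effect; strong numbers were not always called active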
Rv3671c inh = inhibits the M. tuberculosis serine protease Rv3671c | P9WHR9 | inhibition, % at 5.96 µM | 320,000 compounds, 0.048% hits | AID 2606; in the data active means inhibition above about 38%;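 further: extracellular domain of Rv3671c used as enzyme; 0% = enzyme with DMSO and 100% = no enzyme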
3CLpro inhibitor = SARS-CoV 3CLpro protease inhibition; 290,000 compounds, 0.14% hits; AID 1706; inhibition, % at 6 µM; recombinant SARS-CoV 3CLpro, quenched FRET peptide cleavage; in the data active means inhibition above about 12%
Starred values were filed as active, the others as inactive; i = inactive; . = not tested or not shown. This is a subset. The share of hits here may be higher or lower than overall.

SMILES	TcdB inh	Y pestis TopoI	VHR inh abs	CCHF vOTU inh	BH1578 lux ind	PrPC surface inh	MazEF act	SSB-PriA inh	Rv3671c inh	3CLpro inhibitor
COc1ccc(N(C(=O)c2cccc(OC)c2OC)C2C=CS(=O)(=O)C2)c(OC)c1 (configuration not stated)	3.9	3	35	6	-4.2	6	-4	-8	6	1
N#Cc1ccc(OCc2c(-c3ccccc3)nnn2CC(=O)O)cc1	1.6	3	.	3	-0.4	-5	.	.	.	.
CCOC(=O)CNC(=O)CSc1nnc(-c2ccccc2)c(-c2ccccc2)n1	1.0	2	23	5	-0.3	-10	7	-4	-4	2
O=C(Cc1ccccc1)N1N=C(c2ccncc2)CC1(O)C(F)(F)F (configuration not stated)	-0.1	-9	-3	-3	-0.6	1	5	-3	1	0
COc1ccc(OC)c(NC(=O)c2cc(S(=O)(=O)N3CCCC3)cn2C)c1	-10	6	9	4	-0.2	17	-4	0	-1	2
COc1cc(Nc2cccc(-c3ccccc3)n2)cc(OC)c1OC	0.0	-7	.	4	0.0	-1	.	.	.	.
Cc1onc(-c2ccccc2)c1C(=O)N1CCOCC1	.	-2	-16	-6	17*	4	-4	-5	-6	-4
O=C(CCN1CCOCC1)Nc1ccc(Cl)cc1	0.0	6	-12	-10	-0.2	5	8	-25	6	-3
O=C(CCN1C(=O)c2ccccc2S1(=O)=O)Nc1cccc2ccccc12	1.0	5	17	11	.	-7	12	-10	1	-4
Cc1cc(NC(=O)CSc2nnnn2-c2ccc(C(C)C)cc2)no1	-0.7	26	-12	10	i	10	-8	3	-6	2
CC1(C)Cc2c(C#N)c(SCC(=O)c3ccccc3)nc(N3CCOCC3)c2CS1	.	11	1	2	-0.4	-5	6	-16	-7	-1
Cc1[nH]c2ccccc2c1C(=O)CN1CCN(c2ccc(Cl)cc2)CC1	1.2	9	21	-3	-5.6	6	17	-9	-4	-1
COc1ccc(-c2c(C)[nH]n3c(=O)c(Cc4ccccc4)c(C)nc23)cc1OC	0.9	40	30	2	-1.8	-3	1	6	-1	0
S=C1NC[C@H](CC2CCCCC2)N1CCCCC1CCCCC1	0.5	7	19	-4	i	0	-1	-9	-3	.
CC(C)(C)Nc1nc(N)nc(Cl)n1	0.5	-8	6	-15	0.4	5	-9	-29	-4	-1
Cc1cccc2c(C(=O)n3cccn3)cc(-c3ccccc3Cl)nc12	.	6	19	6	-0.2	6	-9	-15	-8	-1
Nc1ccncc1Cl	1.3	0	17	-12	0.9	1	-9	-13	1	0
Cc1cc(C)n(CC(=O)O)c(=O)c1[N+](=O)[O-]	-0.8	3	18	-10	2.8	-1	2	6	7	7
Cc1nnc(NC(=O)c2ccc(-c3ccc([N+](=O)[O-])cc3)o2)s1	2.2	-1	24	-3	i	-2	0	-16	-6	-3
COC1=CC2C3Cc4ccc(OC)c(O)c4C2(CCN3C)CC1=O (configuration not stated)	1.1	1	.	3	i	5	7	.	2	.
O=C(NCc1ccccc1)C1CCN(S(=O)(=O)N2CCCCCC2)CC1	.	13	31	-16	-2.8	-4	0	-7	-2	2
CCC(NC(=O)c1oc2ccccc2c1COC)c1ccc(OC)cc1 (configuration not stated)	1.9	2	12	9	-3.8	2	-6	-28	-11	-7
CNC(=O)C(=O)Nc1cc2c3c(c1)CCN3C(=O)CC2	0.1	-3	7	6	i	2	-34	-6	-8	0
Fc1ccccc1-c1n[nH]c(=S)n1/N=C/c1c[nH]c2ccccc12	0.5	2	-4	9	i	-8	-3	.	-3	1
COc1ccc2nc3oc(C(=O)N4CCC5(CC4)OCCO5)cc3cc2c1	-0.4	5	21	-25	i	-13	1	2	4	-1
N#Cc1ccccc1CN1C(=O)S/C(=C/c2cccn2-c2cccc(C(=O)O)c2)C1=O	.	17	50*	15	2.2	-11	1	15	-25	0
c1ccc(Oc2c3ccccc3nc3ccccc23)cc1	.	.	4	.	.	.	-5	-9	-2	3
Cn1c(N2CCCC2)nc2c1c(=O)[nH]c(=O)n2C	0.0	3	22	-5	i	0	0	-7	-2	1
CC(=O)C1=C(O)C(=O)N(CCC(=O)O)C1c1ccccc1Cl (configuration not stated)	.	6	-5	4	-1.0	0	1	-17	2	7
COc1ccc(F)cc1S(=O)(=O)n1cnc2ccccc21	1.7	-3	-4	3	i	-1	6	3	-6	-5
Cn1ccnc1SC(C(=O)O)c1ccccc1 (configuration not stated)	0.7	-1	-2	7	-0.6	8	-4	-12	-1	2
O=C(NNC(=O)c1cccs1)c1ccc(Cl)cc1	-0.1	-6	1	2	-0.3	-2	-2	-10	-4	-2
CC1CN(c2nc3ccccc3nc2SCC(=O)Nc2ccc(F)cc2)CC(C)O1 (configuration not stated)	1.0	24	9	11	-0.2	20	-11	-22	4	2
Cc1ccc(NC(=O)Cn2c(=O)n(Cc3ccco3)c(=O)c3ccccc32)c(C)c1	.	7	20	-12	-3.0	-3	-5	-10	-9	2
OCC1(CCCc2ccccc2)CCN(Cc2cnc(N3CCOCC3)s2)CC1	1.0	11	-8	8	-0.6	-7	-17	0	-5	3
O=S(=O)(c1cccc(-c2cn3ccccc3n2)c1)N1CCCC1	0.2	8	-14	9	-4.2	3	-7	4	-1	-2
COc1cccc2c(=O)cc(C)n(CC(=O)Nc3cccc(C)c3)c12	0.6	8	6	-5	i	3	-3	4	-1	3
CCc1cc(C(=O)N2CCN(S(=O)(=O)c3ccccc3F)CC2)sc1C	1.0	26	.	-1	i	4	-8	-6	-4	.
O/N=C1/CCCSc2ccccc21	.	-6	8	1	-0.3	-4	-11	.	9	-2
C/C(=N\NC(=O)c1cccnc1)c1ccc(Br)cc1	-2.6	-5	16	1	-1.3	-8	1	.	-5	0
O=c1cnnc(NCc2ccccc2)[nH]1	.	7	14	1	i	1	4	-2	3	2
COc1ccc(-c2nn(-c3ccccc3)cc2C(=O)NC(=S)N2CCOCC2)cc1OC	1.5	0	.	5	i	-8	9	-6	5	.
CC(C)CCNC(=O)C(c1ccco1)N(CC1CCCO1)C(=O)Cn1nnc2ccccc21 (configuration not stated)	0.6	-2	12	-5	.	-6	1	-8	-4	-3
CCSc1nnc(NC(=O)CSc2nc3c(cc2C#N)CCCC3)s1	.	8	20	6	i	-3	1	-17	9	-5
Cc1cc(N2CCN(c3ccccc3)CC2)nc(-c2ccccc2)n1	.	7	29	7	i	-5	-19	-11	3	2
COc1cccc(NC(=O)N2CCCC2C(=O)NCC(C)C)c1 (configuration not stated)	.	-3	17	-2	-2.9	7	-3	-4	-18	4
O=C(Cn1c(=O)oc2ccccc21)Nc1cccc(Cl)c1	0.5	-3	-26	6	-0.7	1	6	-13	-10	9
CSc1nsc(SCC(=O)Nc2ccc(OC(C)=O)cc2)n1	0.3	3	5	-10	-0.1	0	6	-3	-4	6
O=C1NN(c2ccccc2)C(=O)/C1=C\c1ccccc1	-2.0	7	77	10	-0.1	-1	9	10	.	2
Cc1ccc(C(=O)/C=C/C(=O)c2ccc(C)cc2)cc1	0.7	8	24	-19	2.6	6	-21	-6	-5	2
Cn1c(N)c(C(=O)COC(=O)COc2ccc(Br)cc2)c(=O)n(C)c1=O	1.6	1	.	2	i	-3	7	-5	-11	.
Cc1c(C)c2ccc(OCC(=O)NC(Cc3c[nH]c4ccc(O)cc34)C(=O)O)c(C)c2oc1=O (configuration not stated)	0.5	-14	12	6	-0.2	-5	-1	1	-6	3
CC1Cc2ccccc2N1C(=O)CN1CCC(C(N)=O)CC1 (configuration not stated)	1.4	-1	16	-2	-0.5	-7	-4	-19	12	4
C[C@H](OC(=O)NCc1ccc(C(F)(F)F)cc1)[C@@H]1O[C@@]2(C)CCC[C@@H]1O2	0.9	-8	.	1	-4.5	2	0	-1	-12	.
O=C(Cn1cc(C(F)(F)F)cc(Cl)c1=O)NCc1ccc(Cl)cc1Cl	0.3	-3	27	1	-0.3	3	-14	-7	-1	3
c1cnc(Sc2ccc3nnnn3n2)nc1	0.2	-10	22	9	-0.3	1	-10	-2	9	1
Brc1ccc(NCc2nnc3n2CCCCC3)cc1	-0.3	-4	7	-10	i	5	-7	-13	1	-2
C/C(=N\NC(=O)c1c(C)nc2ccccn12)c1ccco1	0.0	-3	5	-6	-1.2	-1	6	.	-9	5
O=C(c1cnc(-c2ccc(Cl)cc2)s1)c1ccc(Cl)cc1Cl	1.3	1	33	.	i	.	1	7	-4	4
CCn1cc(C(=O)N2CCOCC2)c2ccccc21	0.0	7	17	-17	1.4	-4	-5	-2	4	-3

Reprinted at random: 5 compounds from above
SMILES	TcdB inh	Y pestis TopoI	VHR inh abs	CCHF vOTU inh	BH1578 lux ind	PrPC surface inh	MazEF act	SSB-PriA inh	Rv3671c inh	3CLpro inhibitor
c1cnc(Sc2ccc3nnnn3n2)nc1	0.2	-10	22	9	-0.3	1	-10	-2	9	1
Cn1c(N)c(C(=O)COC(=O)COc2ccc(Br)cc2)c(=O)n(C)c1=O	1.6	1	.	2	i	-3	7	-5	-11	.
Brc1ccc(NCc2nnc3n2CCCCC3)cc1	-0.3	-4	7	-10	i	5	-7	-13	1	-2
Cc1c(C)c2ccc(OCC(=O)NC(Cc3c[nH]c4ccc(O)cc34)C(=O)O)c(C)c2oc1=O (configuration not stated)	0.5	-14	12	6	-0.2	-5	-1	1	-6	3
CCn1cc(C(=O)N2CCOCC2)c2ccccc21	0.0	7	17	-17	1.4	-4	-5	-2	4	-3

(continued)
SMILES	TcdB inh	Y pestis TopoI	VHR inh abs	CCHF vOTU inh	BH1578 lux ind	PrPC surface inh	MazEF act	SSB-PriA inh	Rv3671c inh	3CLpro inhibitor
CC(C)[C@H](NC(=O)c1nn(Cc2ccccc2)c(=O)c2ccccc12)C(=O)O	-3.7	10	8	11	i	1	-3	-4	-3	0
C[C@H]1CN=C(N(C)C)N1CCCCc1ccccc1	1.6	-5	.	9	-0.6	-7	-5	-4	-9	.
Cn1c(=O)c2c(nc(CN3CCC(C(N)=O)CC3)n2CCCc2ccccc2)n(C)c1=O	.	-6	28	-4	-0.2	6	-2	3	0	1
Cc1ccccc1C(=O)N1CCN(c2ccc(NC(=O)c3cccs3)cc2)CC1	-0.7	8	44	22	0.5	-5	-8	13	2	-1
CCCc1cc(C(=O)Nc2cc(Cl)ccc2O)no1	1.7	-8	23	18	-2.8	1	10	-5	-10	-6
C=CCc1c(C)[nH]c(=O)[nH]c1=O	1.6	-7	6	2	i	5	4	1	-5	2
O=C(c1cccc(NS(=O)(=O)c2cccc(C(F)(F)F)c2)c1)N1CCOCC1	-1.3	0	23	0	-0.3	7	-12	1	-2	-1
Cc1ccc(S(=O)(=O)N(C)CC(=O)Nc2ccccc2)cc1	.	4	28	-10	-0.7	6	-2	2	7	0
CC/C(=N\NC(=O)c1cccnc1)c1ccc2c(c1)OCCO2	-12	-1	13	-13	-0.3	3	7	.	-10	1
CCn1cc(/C=C(\NC(=O)c2ccc(OC)c(OC)c2)C(=O)NCCCN2CCOCC2)c2ccccc21	1.9	6	20	11	i	4	2	2	.	2
C[C@]12C=CC(=O)C=C1CCC1C3CC[C@](O)(C(=O)CO)[C@@]3(C)CC3OC312 (some centres not stated)	.	-7	5	16	-0.8	-7	0	-10	-1	0
CC(C)CC(CC(C)C)=NNC(=O)c1ccc(CSc2nncn2C)cc1	-9.3	-3	-24	-3	i	-3	-2	6	0	0
O=C1CCC(C(=O)N2CCSCC2)CN1Cc1cccc(C(F)(F)F)c1 (configuration not stated)	1.2	0	9	13	1.2	-4	1	-12	1	4
CN(C)CCCN=Cc1c(O)n(Cc2ccco2)c(=O)[nH]c1=O	1.9	0	12	-1	-0.2	-8	-20	-4	3	2
COc1ccc(CN(CCC(C)C)S(=O)(=O)c2ccccc2Br)cc1	1.0	40	.	-1	-2.0	-9	-1	5	.	.

In a second layout: two of the compounds above
| structure | TcdB inh | Y pestis TopoI | VHR inh abs | CCHF vOTU inh | BH1578 lux ind | PrPC surface inh | MazEF act | SSB-PriA inh | Rv3671c inh | 3CLpro inhibitor |
| --- | --- | --- | --- | --- | --- | --- | --- | --- | --- | --- |
| O=C(NCc1ccccc1)C1CCN(S(=O)(=O)N2CCCCCC2)CC1 | . | 13 | 31 | -16 | -2.8 | -4 | 0 | -7 | -2 | 2 |
| c1cnc(Sc2ccc3nnnn3n2)nc1 | 0.2 | -10 | 22 | 9 | -0.3 | 1 | -10 | -2 | 9 | 1 |

Screens from PubChem BioAssay.
